Lipid storage S3: qHTS Assay for Lipid Storage Modulators in Drosophila S3 Cells; Drosophila S3 cells, BODIPY lipid droplet fluorescence, 18-24 h; cells fed with added oleic acid; 0.64% of 320,000 active; AID 2685; Potency in µM for hits, for the others lipid storage change, negative = inhibition, % at the top dose, mostly 46.1 µM; active means well fitted inhibition curve with a large enough effect in the signal ratio, with a control signal flat, not every such curve was filed as active; inconclusive means small, poorly fitted or top-dose-only effect, or effect the other way, or a change in a side signal; the % refers to the signal ratio
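Drosophila S3 cells loaded with oleic acid (400 uM, as added) and compounds at several concentrations; lipid droplets imaged by 488-nm laser-scanning cytometry, 500–530 nm intensity and object ratio to cell channel. Percent activity normalized to 20 uM Triacsin C.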
Lipid storage S3 cell count max: also measured in Lipid storage S3; calls as there; cell number change, %; measured here: cell count max response;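 cells counted by Cell Tracker Red CMTPX staining in the red channel; peak over a dose series mostly up to 46.1 µM; percent activity relative to internal control wells on each plate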
Active calls of the source: *; i = inactive; ? = inconclusive; . = no result given. On the % scale 0 is the no-effect control and ±100 the full control effect; potency means the concentration at half of the fitted maximal effect. Only part of the results is shown; rates above refer to the full screens.

SMILES	Lipid storage S3	Lipid storage S3 cell count max
CCN(CC)S(=O)(=O)c1ccc(OC)c(NC(=O)c2cccs2)c1	-20%	1
CCOC(=O)CSc1nc2cc(C(=O)NCc3ccco3)ccc2c(=O)n1-c1ccc(F)cc1	?	.
CC(C)CCNC(=O)C1c2ccccc2Oc2ccccc21	?	.
O=C(C/C=N\OCc1c(Cl)cccc1Cl)Oc1ccc(Cl)cc1Cl	?	.
COC(=O)C1(Cc2ccc(O)cc2)OC(=O)C(O)=C1c1ccc(O)cc1 (configuration not stated)	-14%	-15
CCOC(=O)C1CCCN(Cc2ccc(OC)c(OCc3ccccc3)c2)C1 (configuration not stated)	10%	11
N#C/C(=C\c1ccncc1)c1nc2ccccc2c(=O)[nH]1	?	.
COc1ccc(OC)c(N(CC(=O)N2CCN(c3cc(Cl)ccc3C)CC2)S(C)(=O)=O)c1	?	.
CC(C)(C)c1ccc(C(=O)NCCC(=O)N2CCCC2)cc1	?	.
COc1cc2cc(CN(C(=O)NC3CCCCC3)C3CCCC3)c(=O)[nH]c2cc1OC	10%	-26
CNS(=O)(=O)c1cc(NC(=O)c2cnc(SC)n2-c2ccccc2)ccc1C	?	.
C[n+]1ccn(CC(=O)c2cc(C(C)(C)C)c(O)c(C(C)(C)C)c2)c1	-18%	7
CCCn1c(N)c(N(CCOC)C(=O)/C=C/c2cccc(Cl)c2)c(=O)[nH]c1=O	?	.
Cc1cc(C)n(-c2ccc(C(=O)Nc3nnc(C)s3)cc2)n1	?	.
Cc1ccc(NC(=O)CCC(=O)N/N=C/c2coc3ccccc3c2=O)cc1	10%	23
CCn1ncc(C2=NOC(C(=O)Nc3cccc(O)c3)C2)c1C (configuration not stated)	-2%	-7
CCCC(CCC)C(=O)Nc1cccc(C(=O)O)c1	?	.
CCCC(=O)Nc1ccc(Nc2ccccc2)cc1	?	.
COc1ccc(C(CNC(=O)c2ccc(Cl)c(NC(=O)c3cccs3)c2)N2CCCC2)cc1 (configuration not stated)	?	.
Fc1ccccc1N1CCN(CC2CC3C=CC2C3)CC1 (configuration not stated)	?	.
CN1C(=O)c2ccccc2C(C(=O)O)C1c1cccc(F)c1 (configuration not stated)	-5%	-19
S=C(NCc1ccc2c(c1)OCO2)NC1CC1	?	.
Cc1ccc(S(=O)(=O)Nc2ccccc2C(=O)Nc2ccc(S(=O)(=O)Nc3nccc(C)n3)cc2)cc1	?	.
CCC(C)(C)NC(=O)CC(c1ccc(OC)cc1)n1cccc1 (configuration not stated)	?	.
COc1ccc(NC(=O)CCNC(=O)Cn2cnc3sc4c(c3c2=O)CCCC4)c(OC)c1	?	.
Cc1ccc(S(=O)(=O)N2CCC(C(=O)Nc3ccccc3N3CCCCC3)CC2)cc1	?	.
Cc1c(Cl)cccc1N1C(=O)CC(NNC(=O)c2cccnc2)C1=O (configuration not stated)	5%	9
Cc1ccc(C(NC(=O)N2CCOCC2)C(Cl)Cl)cc1F (configuration not stated)	2%	3
O=C(NCc1ccccc1Cl)C(=O)NCC1CCCN1S(=O)(=O)c1cccs1 (configuration not stated)	?	.
COc1ccc(N2CCN(c3ncnc4c3cnn4-c3ccc(C)cc3C)CC2)cc1	?	.
O=C(NC(=S)Nc1cccc(NC(=O)c2ccccc2)c1)c1cccc([N+](=O)[O-])c1	-15%	21
COc1ccc(/C=C/C(=O)OCC(=O)c2c[nH]c3ccccc23)cc1	10%	4
O=C(O)c1cccc(NC(=O)c2cc(NC(=O)c3ccccc3)cc(NC(=O)c3ccccc3)c2)c1	?	.
Cc1cc(C)cc(C(=O)NC(=S)Nc2cccnc2)c1	?	.
COc1ccc(C(=O)OCC(=O)c2ccc(S(=O)(=O)N3CCCCC3)cc2)c(OC)c1	?	.
COc1cc(/C=N/N2C(=O)c3ccccc3NC2(C)c2cccc([N+](=O)[O-])c2)cc(Br)c1O (configuration not stated)	-1%	-21
CC(C(=O)NCC1CCCCC1)N(C)Cc1cccc(Cl)c1 (configuration not stated)	?	.
c1cncc(CNc2nc(-c3cccnc3)nc3ccccc23)c1	?	.
CSc1ccc(S(=O)(=O)NCCSC(C)(C)C)cc1	?	.
O=C(NC1(C(F)(F)F)NC(=O)N(CCc2ccccc2)C1=O)C1CC1 (configuration not stated)	2%	8

A draw from above in order of count of non-hydrogen atoms, ascending.
SMILES	Lipid storage S3	Lipid storage S3 cell count max
CC(C(=O)NCC1CCCCC1)N(C)Cc1cccc(Cl)c1 (configuration not stated)	?	.
CCC(C)(C)NC(=O)CC(c1ccc(OC)cc1)n1cccc1 (configuration not stated)	?	.
C[n+]1ccn(CC(=O)c2cc(C(C)(C)C)c(O)c(C(C)(C)C)c2)c1	-18%	7
Cc1ccc(S(=O)(=O)N2CCC(C(=O)Nc3ccccc3N3CCCCC3)CC2)cc1	?	.
COc1ccc(OC)c(N(CC(=O)N2CCN(c3cc(Cl)ccc3C)CC2)S(C)(=O)=O)c1	?	.
COc1ccc(C(CNC(=O)c2ccc(Cl)c(NC(=O)c3cccs3)c2)N2CCCC2)cc1 (configuration not stated)	?	.

The list continues.
SMILES	Lipid storage S3	Lipid storage S3 cell count max
C[C@@H](NC(=O)[C@@H]1Cc2ccccc2CN1)C(=O)NCc1ccco1	i	-5
CC(=O)Cc1nnn(-c2cc(C)on2)n1	-12%	-7
Nc1c(NCCC2=CCCCC2)c(=O)[nH]c(=O)n1Cc1ccccc1	?	.
Nc1ccc(N=Nc2ccccc2)c2cccnc12	?	.
CC(C)(C)c1nc2scc(-c3cccs3)c2c(=O)o1	?	.
COc1ccccc1OCC(=O)N1CCN(C(=O)c2ccco2)CC1	?	.
COc1cccc(-c2cc(C(=O)Nc3ccncc3)c3ccccc3n2)c1	?	.
O=C(NCc1ccccc1Cl)c1cnn2cccnc12	i	1
O=C(CCNC(=O)c1ccccc1Cl)NCCC1=CCCCC1	?	.
Cc1c(Cl)c([N+](=O)[O-])nn1CC(=O)N1CCN(C23CC4CC(CC(C4)C2)C3)CC1	?	.
Cc1cc(C)nc(N/N=C/C2=C(N3CCOCC3)C(=C/c3ccccc3)/CC2)n1	?	.
CCCn1c(CNc2ccccc2O)nc2ccccc21	19%	7
Cc1ccc(S(=O)(=O)c2c(C)cc(C)[nH]c2=O)cc1	18%	1
O=C(Nc1ccc2c(c1)OCCO2)c1cc2sccc2n1Cc1ccccc1	?	.
N#Cc1cc(-c2ccccc2)c[nH]c1=O	i	-23
CCOC(=O)c1ccc2c(c1)nc(SCC(=O)N1CCOCC1)n2CC	?	.
Cc1ccc(C(=O)N/C(=C\c2cccs2)C(=O)N2CCN(C)CC2)cc1C	?	.
CCC(=O)Nc1c(C(=O)N2CCCCCC2)cnn1-c1ccc(C)c(C)c1	8%	4
CCOc1ccccc1NC(=O)c1ccc(-n2cncn2)nc1	16%	25
O=C1C2CC=CCC2C(=O)N1c1ccc(NCCc2ccc(O)cc2)c([N+](=O)[O-])c1 (configuration not stated)	?	.

Fetched one by one from the list above (5):
SMILES	Lipid storage S3	Lipid storage S3 cell count max
O=C(Nc1ccc2c(c1)OCCO2)c1cc2sccc2n1Cc1ccccc1	?	.
CCOc1ccccc1NC(=O)c1ccc(-n2cncn2)nc1	16%	25
CCC(=O)Nc1c(C(=O)N2CCCCCC2)cnn1-c1ccc(C)c(C)c1	8%	4
Cc1cc(C)nc(N/N=C/C2=C(N3CCOCC3)C(=C/c3ccccc3)/CC2)n1	?	.
Cc1ccc(C(=O)N/C(=C\c2cccs2)C(=O)N2CCN(C)CC2)cc1C	?	.

Next part
SMILES	Lipid storage S3	Lipid storage S3 cell count max
COc1ccc(/C=N/NC(=O)c2cccc(C(=O)N/N=C/c3ccc(OC)cc3)n2)cc1	11%	1
CCCn1cc(SCC(=O)Nc2cc(C)on2)c2ccccc21	?	.
CC(C)N(C(=O)CSc1nc2ccccc2n1Cc1ccc(F)cc1)C(C)C	?	.
CCN(CC)S(=O)(=O)c1ccc(Cl)c(C(=O)NC)c1	?	.
CCOc1cc(C(=O)NCc2ccccc2)ccc1OCC(=O)N1CCOCC1	?	.
CC1(C)NC(=O)N(CC(=O)N2CCN(c3ccc([N+](=O)[O-])cc3)CC2)C1=O	24%	-13
CC1CCN(C(=O)C2(NC(=O)Nc3cccc(F)c3)CCCCC2)CC1	?	.
COc1cc(CCC(=O)Nc2nccs2)cc(OC)c1OC	i	.
O=C(CNC(=O)c1ccccc1F)NCCc1ccc(Cl)cc1	?	.
CCC(=O)Nc1ccc(C(=O)Nc2cccc(C)n2)cc1	11%	5
CC(C)(C)NC(=O)c1sccc1C(=O)O	?	.
CC(=O)Nc1nc(-c2ccc3ccccc3c2)cs1	?	.
C=CCNC(=S)N1CCN(Cc2ccc3c(c2)OCO3)CC1	-29%	-10
S=C(NCCN1CCOCC1)Nc1ccc(Cl)cc1	?	.
O=C(Nc1c(Cl)cc(Cl)cc1C(=O)NCc1cccnc1)c1ccc(Cl)cc1Cl	7%	1
O=C(COc1ccc(/C=N/NC(=O)c2ccncc2)cc1)Nc1ccccc1	?	.
CCn1c(=O)ccc2cc([N+](=O)[O-])ccc21	10%	14
CC(C)CN(C(=O)COC(=O)Cc1c[nH]c2ccccc12)c1c(N)n(Cc2ccccc2)c(=O)[nH]c1=O	i	-3
O=c1nc2n(c3c4c(sc13)CCC4)CCC2	i	16
Nc1nc2c3ccccc3nc(C3CC3)n2n1	-9%	-8
O=C(O)c1ccc2c(c1)C(=O)N(c1ccc(OCc3ccccc3)cc1)C2=O	14%	.
Cc1ccc(NC(=O)N2CCCC(c3ccccc3)C2)cc1 (configuration not stated)	?	.
Cc1ccccc1NC(=O)c1[nH]cnc1C(=O)NN	?	.
Cn1ccnc1SCC(=O)N(C1CCCCC1)C1CCCCC1	i	-6
Cc1ccc(-c2onc3ccc(C(=O)O)cc23)cc1	7%	11
CCCc1cc(NC(=O)CCl)n(-c2ccccc2)n1	?	.
O=C(Nc1ccc(F)cc1)C(=O)c1cn(CC(=O)N2CCOCC2)c2ccccc12	?	.
Cc1ccc(C)c(S(=O)(=O)NC(CC(C)C)C(=O)O)c1 (configuration not stated)	?	.
COC(=O)[C@@H](NC(=O)Nc1ccccc1F)C(C)C	?	.
Cc1ccc(CC(CC(=O)O)C(=O)NCc2ccccc2)cc1 (configuration not stated)	7%	8
CC(=O)Nc1nc(CC(C)C)cc(-c2ccco2)c1C#N	?	.
CC(C)N1CCN(Cc2ccc(OC3CCCC3)cc2)CC1CCO (configuration not stated)	?	.
O=C(NNc1ccccc1C(F)(F)F)c1cccs1	-4%	2
O=C(O)c1cc2ccc3ccccc3c2[nH]1	?	.
Fc1cccc2sc(Nc3nnc(-c4ccccc4)o3)nc12	-7%	-13
CCC(C)c1ccccc1OCCOCCN1CCCC1 (configuration not stated)	1%	9
CC(C)OCCCn1c(SC(C)C(=O)NCC2CCCO2)nc2cc(Cl)ccc2c1=O (configuration not stated)	?	.
Nc1nc(NCCCN2CCOCC2)nc(Nc2ccccc2)c1[N+](=O)[O-]	?	.
Cc1ccc(F)cc1NC(=O)CN1C(=O)NC(C)(c2ccc3c(c2)OCCO3)C1=O (configuration not stated)	?	.
CC(=O)c1ccc(N2CCN(C(=O)C3CCCN(S(=O)(=O)c4c(C)[nH]c(=O)[nH]c4=O)C3)CC2)cc1 (configuration not stated)	-2%	6

A second format for part of the listing above:
Cc1ccc(F)cc1NC(=O)CN1C(=O)NC(C)(c2ccc3c(c2)OCCO3)C1=O (configuration not stated)
- Lipid storage S3: ?
- Lipid storage S3 cell count max: .
Fc1cccc2sc(Nc3nnc(-c4ccccc4)o3)nc12
- Lipid storage S3: -7%
- Lipid storage S3 cell count max: -13

Carrying on:
SMILES	Lipid storage S3	Lipid storage S3 cell count max
Cc1c(F)cccc1NS(=O)(=O)c1ccc(OCCNS(C)(=O)=O)cc1	5%	-12
COc1cc(C(=O)NCCC2=CCCCC2)ccc1OC1CCN(C(C)=O)CC1	-14%	9
Cc1cc(=O)c(C(=O)O)nn1-c1ccc(Cl)cc1	?	.
CCOC(=O)c1cc(S(=O)(=O)N2CC(C)CC(C)C2)cn1C (configuration not stated)	?	.
O=C(N/N=C/c1cn(-c2ccccc2)nc1-c1cc2ccccc2o1)c1c[nH]c2ccccc12	?	.
Cc1cccc(N2N=C(C(=O)O)CCC2=O)c1	17%	-18
CSCC[C@H](NC(=O)CCCn1nnc2ccccc2c1=O)C(=O)O	0%	10
CCN(CC)S(=O)(=O)c1ccc(OC(C)C)c(NC(=O)c2c3c(nc4ccccc24)CCN(Cc2ccccc2)C3)c1	?	.
COc1ccc(N2CCN(C(=O)c3cccc(F)c3)CC2)c([N+](=O)[O-])c1	-7%	-5
Cc1ccc(Cl)cc1NC(=S)N(Cc1cccs1)C1CCCC1	?	.
Cc1cc(C)n(CC(O)CN(c2cccc([N+](=O)[O-])c2)S(=O)(=O)c2ccccc2)n1 (configuration not stated)	2%	8
CCO[C@@H]1OC(C(=O)NC2CC2)=C[C@H](c2ccc3c(c2)OCO3)[C@H]1CCCO	-12%	-3
O=C(O)C1CCN(S(=O)(=O)c2cccnc2)CC1	?	.
O=C(O)c1[nH]c2ccccc2c1C=NCc1ccccc1Cl	6%	5
CC1CCC2(CC1)NC(=O)N(CC(=O)Nc1ccc(F)cc1)C2=O (configuration not stated)	i	-10
Cc1nc(C)c(C(=O)NNC(=O)c2ccc(Br)cc2)s1	-18%	-16
Nc1ccc(NS(=O)(=O)c2ccccc2)cc1	2%	-1
CCc1nc(SCC(=O)Nc2ccccc2C)n[nH]1	?	.
CC(C)OC(=O)CSc1nc(N)c(C#N)cc1C#N	?	.

Assay outcomes deposited in PubChem by National Center for Advancing Translational Sciences (NCATS).
